# TRPC6 activator = activates the mouse TRPC6 cation channel; Q61143; HEK293-TRPC6 membrane potential dye fluorescence; stronger effect = higher value; B-score at 10 µM; 310,000 compounds, 0.13% hits; AID 2550;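 active = B-score of the integrated fluorescence ratio above library mean plus 3 SD, and starting fluorescence ratio within library mean plus 5 SD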;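 also: higher score means more depolarization so channel activation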
# TMEM16A act = activates or potentiates the mouse TMEM16A chloride channel | 340,000 compounds, 0.3% hits | Q8BHY3 | AID 623877 | HEK293 TMEM16A/YFP-H148Q/I152L, iodide quench fluorescence; stronger effect = lower value | B-score at 10 µM;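 active = fluorescence-ratio B-score plate-corrected deviation score at least 3 library SD below zero, with starting fluorescence score within 5 deviations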;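 also: channel opened by trigger with iodide after compound preincubation; score built on the fluorescence ratio of max minus min over baseline; more negative score means more quench and so TMEM16A activation or potentiation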
# Target sequence (Q8BHY3 whole entry, looked up): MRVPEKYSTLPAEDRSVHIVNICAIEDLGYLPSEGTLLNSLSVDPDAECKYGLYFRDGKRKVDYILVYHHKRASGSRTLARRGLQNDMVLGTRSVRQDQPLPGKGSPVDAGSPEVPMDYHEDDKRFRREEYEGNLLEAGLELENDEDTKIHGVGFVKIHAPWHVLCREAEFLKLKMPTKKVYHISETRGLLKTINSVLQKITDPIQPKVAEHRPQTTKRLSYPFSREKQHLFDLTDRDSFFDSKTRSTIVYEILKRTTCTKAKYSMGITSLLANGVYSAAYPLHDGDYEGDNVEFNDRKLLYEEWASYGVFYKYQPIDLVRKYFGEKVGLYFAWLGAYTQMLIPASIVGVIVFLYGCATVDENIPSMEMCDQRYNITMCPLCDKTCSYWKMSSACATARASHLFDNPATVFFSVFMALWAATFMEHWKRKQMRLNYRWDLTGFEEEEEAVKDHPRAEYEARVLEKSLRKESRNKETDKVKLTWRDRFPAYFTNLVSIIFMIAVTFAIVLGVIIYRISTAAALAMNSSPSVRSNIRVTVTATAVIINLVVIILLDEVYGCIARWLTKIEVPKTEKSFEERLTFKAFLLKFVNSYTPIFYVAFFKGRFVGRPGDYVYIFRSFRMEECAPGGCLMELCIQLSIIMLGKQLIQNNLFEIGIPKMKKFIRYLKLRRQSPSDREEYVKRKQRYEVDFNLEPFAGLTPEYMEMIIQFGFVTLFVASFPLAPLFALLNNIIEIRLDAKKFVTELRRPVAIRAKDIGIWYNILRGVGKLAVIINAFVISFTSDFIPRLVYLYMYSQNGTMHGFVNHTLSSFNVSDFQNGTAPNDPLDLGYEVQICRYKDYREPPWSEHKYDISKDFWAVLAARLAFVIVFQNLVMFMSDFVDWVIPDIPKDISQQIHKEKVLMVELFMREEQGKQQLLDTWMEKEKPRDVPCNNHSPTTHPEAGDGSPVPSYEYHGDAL
# TRPC4 potent = TRPC4 (mouse) allosteric potentiation | HEK293 TRPC4beta/mu-opioid, DAMGO EC20, Fluo-4 Ca2+ flux; stronger effect = higher value | B-score at 10 µM | AID 2227 | Q9QUQ5 | 310,000 compounds, 0.42% hits;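 active = B-score of calcium response area above 5 SD of library B-scores, with initial fluorescence ratio within 5 SD of library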;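 also: B-score of integrated fluorescence ratio over time as area under calcium response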
# TRPC4 agonist = opens the mouse TRPC4 cation channel; B-score at 10 µM; Q9QUQ5; 310,000 compounds, 0.49% hits; HEK293 TRPC4beta/mu-opioid, Fluo4 calcium fluorescence; stronger effect = higher value;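 active = B-score above 5 SD of library B-scores, and initial fluorescence ratio not above library mean plus 5 SD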;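 also: positive B-score marks a calcium rise read as TRPC4 activation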
#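 system = HEK293 cells stably co-expressing mouse TRPC4beta and mu-opioid receptor | schedule = Fluo4 dye loading 45 min at room temperature, 110 s recording | measure = B-scored integrated calcium fluorescence ratio | signal = Fluo4 calcium-sensitive dye fluorescence, kinetic, 1 Hz baseline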
# TMEM16A inh = mouse TMEM16A channel inhibition, primary screen; HEK293 TMEM16A/YFP iodide influx fluorescence, ionomycin; Q8BHY3; normalized B-score (activity score, 25-100; higher = stronger inhibition) at 10 µM; 310,000 compounds, 1.2% hits;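 active = ratio plate-corrected score three or more library SD toward inhibition, starting fluorescence score within five deviations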;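 also: score derived from kinetic fluorescence span divided by baseline fluorescence per well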
# RGS4 inh = human RGS4 inhibition. 310,000 compounds, 0.45% hits. HEK293 M3R/RGS4 inducible, Fluo-4 calcium flux; stronger effect = higher value; triggered by carbachol at its EC20. AID 463165. B-score at 10 µM. P49798;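 active = B-score, a plate-corrected calcium signal, over three deviations above library mean, with baseline fluorescence within five deviations of library mean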;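 also: RGS4 expression induced by doxycycline in cells with stable M3 receptor; B-score is computed from the integrated fluorescence ratio over baseline after carbachol; higher B-score means a larger calcium signal and so more RGS4 inhibition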
# TRPC4 block = inhibitors of mouse TRPC4 channel; B-score at 10 µM; Q9QUQ5; AID 2247; 300,000 compounds, 0.39% hits; HEK293 TRPC4beta/mu-opioid, DAMGO-evoked Fluo4 calcium flux; stronger effect = lower value;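 active = B-score over 3 SD under the library average, no early fluorescence shift, positive overall ratio signal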
#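 Test system – stable TRPC4beta/mu-opioid receptor HEK293 cells · Probe or stimulus – DAMGO, a submaximal dose followed by a maximal one · Dosing – one concentration per compound · Signal – Fluo4 calcium fluorescence by kinetic imaging, 5 s 1 Hz baseline · Evaluation – per-well B score of integrated baseline-normalized Fluo4 ratio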
# MrgX1 antag = blocks BAM8-22 activation of human MrgX1 receptor. Q96LB2. MRGX1-HEK293 calcium flux, Fluo-4, BAM8-22 antagonism; stronger effect = lower value. B-score at 10 µM. 310,000 compounds, 1.3% hits;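 active = calcium-response B-score plate-corrected more than 3 library SD below zero, starting fluorescence within 5 deviations, no agonist response on first addition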;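 also: peak minus trough fluorescence over baseline after final BAM8-22 challenge near maximal dose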
# TRPC6 inhibitor = inhibitors of mouse TRPC6 channel. AID 2553. HEK293-TRPC6, membrane potential dye, ACh-evoked depolarization; stronger effect = lower value. B-score at 10 µM. Q61143. 310,000 compounds, 1.1% hits;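 active = B-score under library mean minus 3 SD, initial fluorescence not abnormally high, positive integrated signal ratio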;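 also: B-score derived from integrated fluorescence ratio over the kinetic read; more negative B-score means stronger inhibition of depolarization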
# MrgX1 agonist = agonists of human MrgX1 receptor. 310,000 compounds, 0.44% hits. MrgX1-HEK293 cells, Fluo-4 calcium fluorescence, agonist mode; stronger effect = higher value. Q96LB2. B-score at 10 µM;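 active = calcium response B-score plate-corrected fluorescence ratio at least 3 library SD, with starting fluorescence B-score inside 5 SD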
#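 System: HEK293 cells stably expressing human MrgX1 receptor; Dosing: test compound in the initial addition of three; Schedule: overnight plating, then 30 min 37 °C plus 30 min room-temperature dye loading; Detection: kinetic calcium dye fluorescence, Fluo-4 NW; Controls: per-plate positive and negative controls for Z′ factor.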
# MrgX1 PAM = human MrgX1 positive allosteric modulation, primary screen | Q96LB2 | MrgX1-HEK293, Fluo-4 calcium flux, FDSS; stronger effect = higher value | B-score at 10 µM | 310,000 compounds, 0.63% hits | AID 588675;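 active = plate-corrected calcium response at least 3 library SD above typical, normal starting fluorescence, not activating the receptor alone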;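 also: compound read alongside a low EC10 to EC30 dose of BAM8-22 agonist; peak minus trough fluorescence over baseline measured at the second addition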
# An asterisk follows results filed as active; i = inactive.
SMILES,TRPC6 activator,TMEM16A act,TRPC4 potent,TRPC4 agonist,TMEM16A inh,RGS4 inh,TRPC4 block,MrgX1 antag,TRPC6 inhibitor,MrgX1 agonist,MrgX1 PAM
N#C/C(=C\c1ccc[nH]1)C(=O)N1CCCCC1,i,i,i,i,i,i,i,i,i,i,i
CCOC(=O)N1CCN(S(=O)(=O)c2ccc(F)c(C(=O)Nc3ccc(C(C)C)cc3)c2)CC1,i,i,i,i,i,i,i,i,i,i,i
COC(=O)c1ccc(NN=Nc2ccc(C)cc2)cc1,i,i,i,i,i,i,i,i,i,i,i
O=C(NNc1cc(Cl)ccc1Cl)c1cccs1,i,i,i,i,i,i,i,i,i,i,i
CN(CC1CCCN(CCc2ccccc2F)C1)C(=O)c1ccoc1 (stereo not given),i,i,i,i,i,i,i,i,i,i,i
COc1cc(Cl)ccc1OCc1cc(C(=O)N(C)Cc2cn(C)nc2C)no1,i,i,i,i,i,i,i,i,i,i,i
CC(=O)Oc1ccc2c(=O)oc(-c3ccc([N+](=O)[O-])cc3)nc2c1,i,i,i,i,i,i,i,i,i,i,i
Cc1cc(S(=O)(=O)Nc2ccc(C(=O)NCCCN3CCOCC3)cc2)ccc1F,i,i,i,i,i,i,i,i,i,i,i
COc1cc(/C=C2/SC(=O)NC2=O)ccc1Oc1ccc([N+](=O)[O-])cc1[N+](=O)[O-],i,i,i,i,i,i,i,i,i,i,i
Cc1ccc(C(=O)N/N=c2\sc3ccccc3n2C)cc1,i,i,i,i,i,i,i,i,i,i,i
COc1ccc(OC)c(/C=C2\NC(=O)NC2=O)c1,i,i,i,i,i,i,i,i,i,i,i
C/C(=N\Nc1nc(N2CCOCC2)nc(N2CCOCC2)n1)c1ccc([N+](=O)[O-])cc1,i,i,i,i,i,i,i,i,i,i,i
CN1C[C@@H]2C(c3ccc(C(F)(F)F)cc3)C3(c4ccccc4)CC2(C3)[C@H]1c1ccccc1 (stereo not given in full),i,i,i,i,i,i,i,i,i,i,i
COc1cccc(C(=O)NCC(c2ccco2)N2CCc3ccccc3C2)c1 (stereo not given),i,i,i,i,i,i,i,i,i,i,i
Cc1nc(C)c(/C(O)=C/c2nc3ccccc3oc2=O)s1,i,i,i,i,i,i,i,i,i,i,i
Cn1c(=O)cc(OCCCC(=O)N2CCN(c3ccccn3)CC2)c2ccccc21,i,i,i,i,i,i,i,i,i,i,i
Cc1ccc(/C=N/NC(=O)C2(C)CC2(Br)Br)cc1 (stereo not given),i,i,i,i,i,i,i,i,i,i,i
CC(=O)N1c2ccc(S(=O)(=O)NCC3CCC(C(=O)NCc4ccco4)CC3)cc2CC1C (stereo not given),i,i,i,i,i,i,i,i,i,i,i
CC(=O)c1ccc(-c2ccc(C(=O)N3CCCc4ccccc43)o2)cc1,i,i,i,i,i,i,i,i,i,i,i
CCOc1cccc(N2C(=O)CC(N3CCN(c4ccc(S(=O)(=O)CC)cc4)CC3)C2=O)c1 (stereo not given),i,i,i,i,i,i,i,i,i,i,i
C=CCN1C(=O)CSC1=Nc1cccc(O)c1,i,i,i,i,i,i,i,i,i,i,i
Cc1sc(NC(=S)NC(=O)C2CCCCC2)c(C(N)=O)c1C,i,i,i,i,i,i,i,i,i,i,i
CC(C)Oc1ccc(C(=O)NCC(=O)O)cc1,i,i,i,i,i,i,i,i,i,i,i
Cc1ccc(NS(=O)(=O)c2cccc(C(=O)NCC3(N(C)C)CCCCC3)c2)cc1,i,i,i,i,i,i,i,i,i,i,i
Cc1sc2nc(C(C)(C)C)oc(=O)c2c1C,i,i,i,i,i,i,i,i,i,i,i
# The results go on:
SMILES,TRPC6 activator,TMEM16A act,TRPC4 potent,TRPC4 agonist,TMEM16A inh,RGS4 inh,TRPC4 block,MrgX1 antag,TRPC6 inhibitor,MrgX1 agonist,MrgX1 PAM
COC(=O)c1sc(NC(=O)CSc2nncs2)c(C(=O)OC)c1C,i,i,i,i,i,i,i,i,i,i,i
O=C(Nc1cccc(Cl)c1N1CCOCC1)c1cc([N+](=O)[O-])ccc1N1CCOCC1,i,i,i,i,i,i,i,i,i,i,i
CCc1cc2cc3c(cc2nc1SCC(=O)Nc1cc(C)on1)OCO3,i,i,i,i,i,i,i,i,i,i,i
Cc1occc1C(=O)N/N=C/c1ccccc1[N+](=O)[O-],i,i,i,i,i,i,i,i,i,i,i
CCc1ccccc1NC(=O)C1=CC(c2ccc(OC)c(OC)c2)=NS(=O)(=O)N1C,i,i,i,i,i,i,i,i,i,i,i
Cc1sc2ncnc(Sc3ccccc3C(=O)Nc3ccc(C#N)cc3)c2c1C,i,i,i,i,i,i,i,i,i,i,i
COCc1cc(C)nc(SCc2ccc(Br)cc2)c1C#N,i,i,i,i,i,i,i,i,i,i,i
OC(COc1ccc(Cl)cc1)CN1CCN(c2ccccc2)CC1 (stereo not given),i,i,i,i,i,i,i,i,i,i,i
Cc1ccc(C(c2nnnn2CS(=O)(=O)c2ccc(C)cc2)N2CCC(C(N)=O)CC2)cc1 (stereo not given),i,i,i,i,i,i,i,i,i,i,i
O=C(NC(N1CCOCC1)C(Cl)(Cl)Cl)c1ccccc1Cl (stereo not given),i,i,i,i,i,i,i,i,i,i,i
Oc1ccccc1C1=Nc2ccccc2N=C(c2cccs2)C1,i,i,i,i,i,i,i,i,i,i,i
COc1cc(CN2C(=O)C(NC(=O)c3ccco3)(C(F)(F)F)C3=C2CC(C)(C)CC3=O)cc(OC)c1 (stereo not given),i,i,i,i,i,i,i,i,i,i,i
COc1ccc(N(C(C)C(=O)N/N=C/c2cccnc2)S(C)(=O)=O)cc1 (stereo not given),i,i,i,i,i,i,i,i,i,i,i
CN(C)c1ccc(/C=N\NC(=O)c2csnn2)cc1,i,i,i,i,i,i,i,i,i,i,i
COc1ccc(NC(=O)ON=C2c3ccccc3-c3ccccc32)cc1,i,i,i,i,i,i,i,i,i,i,i
COc1ccc(-c2nc(-c3ccncc3)no2)c(OC)c1,i,i,i,i,i,i,i,i,i,i,i
O=C(O)c1ccc(/C=N/NC(=O)c2ccc(Br)cc2)cc1,i,i,i,i,i,i,i,i,i,i,i
CCCCN(CC)CCNC(=O)CN(C)S(=O)(=O)c1ccc2c(c1)c(=O)n(C)c(=O)n2C,i,i,i,i,i,i,i,i,i,i,i
CCN1CCN(c2c(C=O)c(Cl)nc3ccc(OC)cc23)CC1,i,i,i,78*,i,i,i,i,-7.55*,i,i
O=C(Nc1nc2c(s1)CCCC2=O)c1cnccn1,i,i,i,i,i,i,i,i,i,i,i
CCN(CC(=O)Nc1c(F)cccc1F)C(=O)c1ccc(NC(=O)CC2SC(N3CCCC3)=NC2=O)cc1 (stereo not given),i,i,i,i,i,i,i,i,i,i,i
COc1ccc(C(C)NC(=O)c2ccoc2C)cc1OC (stereo not given),i,i,i,i,i,i,i,i,i,i,i
C/C(=N\NC(=O)Cc1cccn1C)c1ccc([N+](=O)[O-])cc1,i,i,i,i,i,i,i,i,i,i,i
Nc1nc(NCc2ccco2)nc(Nc2cccc(F)c2)c1[N+](=O)[O-],i,i,i,i,i,i,i,i,i,i,i
Cc1cccc(NC(=O)COC(=O)CCc2ccccc2)c1C,i,i,i,i,i,i,i,i,i,i,i
# The results go on:
SMILES,TRPC6 activator,TMEM16A act,TRPC4 potent,TRPC4 agonist,TMEM16A inh,RGS4 inh,TRPC4 block,MrgX1 antag,TRPC6 inhibitor,MrgX1 agonist,MrgX1 PAM
CCn1nc(C)cc1C(=O)N1CCCC(N2CCN(Cc3ccc4c(c3)OCO4)CC2)C1 (stereo not given),i,i,i,i,i,i,i,i,i,i,i
CCn1c(CNC(=O)c2ccccc2F)nnc1SCC(=O)Nc1nncs1,i,i,i,i,i,i,i,i,i,i,i
Cc1ccc(S(=O)(=O)CCC(=O)OCC(=O)N2CCN(S(=O)(=O)c3ccc(Cl)cc3)CC2)cc1,i,i,i,i,i,i,i,i,i,i,i
CCOC(=O)c1[nH]c2ccccc2c1NC(=O)c1cc(OC)c(OC)c(OC)c1,i,i,i,i,i,i,i,i,i,i,i
CC(c1ccccc1C(O)(c1ccccc1)c1ccccc1)N(C)C (stereo not given),i,i,i,103*,i,i,i,-5.36*,i,i,i
Cc1cccc(C(=O)Nc2ccc(C(=O)N/N=C/c3ccc(C)o3)cc2)c1,i,i,i,i,i,i,i,i,i,i,i
Cc1ccc(S(=O)(=O)N2CCC(C(=O)OCC(=O)NCCc3ccccc3)CC2)cc1C,i,i,i,i,i,i,i,i,i,i,i
O=C(NCc1cccnc1)c1ccc(COc2ccccc2Cl)o1,i,i,i,i,i,i,i,i,i,i,i
O=C(CCN1CCN(CCO)CC1)Nc1cccc(Br)c1,i,i,i,i,i,i,i,i,i,i,i
CC(C)c1ccccc1OCC(=O)Nc1cc(S(=O)(=O)N2CCOCC2)ccc1N1CCCC1,i,i,i,i,i,i,i,i,i,i,i
CCCc1nc2ccc(NC(C)=O)cc2c(=O)n1Cc1ccc(Cl)cc1,i,i,i,i,i,i,i,i,i,i,i
O=C(Nc1ccc(N2CCN(C(=O)c3ccco3)CC2)c(Cl)c1)c1c(F)c(F)c(F)c(F)c1F,i,i,i,i,i,i,i,i,i,i,i
CCOc1ccc(OCc2ccc(C(=O)NCc3cccnc3)o2)cc1,i,i,i,i,i,i,i,i,i,i,i
O=C(CCc1nnc(CCCCc2ccccc2)o1)NCCCc1cccnc1,i,i,i,i,i,i,i,i,i,i,i
COc1ccc(C(CC(=O)NC(C)c2ccc(-c3ccccc3)cc2)NC(C)=O)cc1 (stereo not given),i,i,i,i,i,i,i,i,i,i,i
CCCN(C(=O)CCCSc1nc2ccccc2[nH]1)c1c(N)n(Cc2ccccc2)c(=O)[nH]c1=O,i,i,i,i,i,i,i,i,i,i,i
CC(NC(=O)COc1ccccc1Cl)c1ccccc1 (stereo not given),i,i,i,i,i,i,i,i,i,i,7.16*
CCN1CCN(C(=O)c2cc(COc3ccc(F)cc3F)on2)[C@@H](C)C1=O,i,i,i,i,i,i,i,i,i,i,i

# High-throughput results (PubChem)
